MmCpn inh: M. maripaludis TRiC chaperonin inhibition | purified Mm-Cpn ATPase, ADP Transcreener TR-FRET | Potency, µM (highest dose often 76.9 µM), inactives show at the highest dose activity, negative = inhibition, most hits filed as inhibitors | 330,000 compounds, 0.031% hits; note: potency is the fitted concentration of half-maximal effect; % is set by controls: 0 for no effect and ±100 for the full control effect; nearly all actives have a fitted effect of over 80% in size
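Compound-treated chaperonin, 25 nM final, turns over 10 uM ATP at 37°C for 30 min following a 10 min preincubation; ADP generated competes with ADP-d2 for Eu-cryptate antibody, lowering FRET.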
EPAC2 antagonist: EPAC2 (human) antagonism. Q8WZA2. EPAC2 GEF exchange of Rap1B-BODIPY-GDP, fluorescence. 360,000 compounds, 0.18% hits. Potency, µM (doses to about 114 µM), for inactives: at the highest dose activity, negative = inhibition, hits mostly inhibitors; note: potency is the fitted concentration of half-maximal effect; % is set by controls: 0 for no effect and ±100 for the full control effect; nearly all actives have a fitted effect of over 45% in size; many of its hits are not listed in these tables
PI5P4Ka inh: blocks human PI5P4K alpha kinase activity; max response, %; AID 652105; 330,000 compounds, 1.2% hits; PI5P4Kalpha enzyme, ADP-Glo luminescence, 60 min; hits give low values; P48426; active = max response of -50% or lower; inconclusive = between -30% and -50%; inactive = -30% or higher; note: value at the top dose of about 77 µM; % is set by controls: 0 for no effect and ±100 for the full control effect
Target sequence (P48426 whole entry, looked up): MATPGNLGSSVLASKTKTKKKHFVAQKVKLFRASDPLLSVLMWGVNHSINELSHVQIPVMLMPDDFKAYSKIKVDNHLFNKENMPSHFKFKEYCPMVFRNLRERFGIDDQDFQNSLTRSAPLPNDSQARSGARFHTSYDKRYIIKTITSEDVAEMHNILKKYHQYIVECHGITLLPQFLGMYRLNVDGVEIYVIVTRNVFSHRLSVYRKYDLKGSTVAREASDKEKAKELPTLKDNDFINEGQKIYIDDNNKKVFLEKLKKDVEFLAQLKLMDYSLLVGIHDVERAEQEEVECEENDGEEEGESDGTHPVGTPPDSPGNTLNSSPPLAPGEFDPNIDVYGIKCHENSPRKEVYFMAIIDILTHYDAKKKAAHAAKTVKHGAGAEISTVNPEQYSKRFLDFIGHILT
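Enzyme plus substrate dispensed, test compounds pinned in, then ATP (5 microM final) added. After 60 min at RT, ADP-Glo reagent 1 for 45 min and reagent 2 for 30 min preceded luminescence imaging.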
PLK1 PBD block: PLK1 (human) polo-box domain binding inhibition. Potency, µM, without a hit: max response, negative = inhibition, most hits filed as inhibitors. AID 720504. P53350. Plk1 PBD binding of FITC phosphopeptide, fluorescence polarization. 360,000 compounds, 2.8% hits; note: potency is the fitted concentration of half-maximal effect; series mostly up to about 57 µM; % is set by controls: 0 for no effect and ±100 for the full control effect; nearly all actives have a fitted effect of over 65% in size
Target sequence (P53350 whole entry, looked up, the tested form may be a part): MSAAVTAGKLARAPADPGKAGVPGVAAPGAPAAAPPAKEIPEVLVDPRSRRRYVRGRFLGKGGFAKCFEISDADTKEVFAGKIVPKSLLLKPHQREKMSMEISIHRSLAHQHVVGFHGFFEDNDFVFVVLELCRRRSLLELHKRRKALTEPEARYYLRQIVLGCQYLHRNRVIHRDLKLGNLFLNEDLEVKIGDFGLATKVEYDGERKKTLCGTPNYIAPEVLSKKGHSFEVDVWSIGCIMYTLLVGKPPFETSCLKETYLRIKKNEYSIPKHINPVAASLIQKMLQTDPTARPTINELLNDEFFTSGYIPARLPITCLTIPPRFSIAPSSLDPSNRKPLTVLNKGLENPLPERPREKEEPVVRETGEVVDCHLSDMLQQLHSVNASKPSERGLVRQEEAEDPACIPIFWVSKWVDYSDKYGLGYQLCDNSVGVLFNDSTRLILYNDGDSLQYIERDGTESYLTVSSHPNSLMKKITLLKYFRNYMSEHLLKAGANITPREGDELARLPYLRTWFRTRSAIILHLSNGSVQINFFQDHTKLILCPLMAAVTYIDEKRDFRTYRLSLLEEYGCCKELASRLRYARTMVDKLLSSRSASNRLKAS
EPAC1 agonist: agonists of human EPAC1; Potency, µM (doses to about 154 µM), without a hit: top-dose activation, hits mostly activators; AID 720707; 360,000 compounds, 0.073% hits; EPAC1 agonist qHTS, biochemical assay; response scale: 100% = response to 6.5 mM cAMP; note: potency is the fitted concentration of half-maximal effect; nearly all actives have a fitted effect of over 60% in size
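Read-out is the fluorescence drop as BODIPY-GDP leaves Rap1B (480 nm excitation, 540 nm emission), recorded every 5 minutes over 30 minutes. Reactions held 100 nM EPAC1, 250 nM Rap1B–BODIPY-GDP and 50 uM GDP, with 6.5 mM cAMP setting full activation.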
CCT chaperon mod: cytosolic chaperonin activity modulation | purified chaperonin ATPase assay, HTRF ADP detection, 30 min | activity change, % (no concentration beside the values), hits read low | 360,000 compounds, 0.3% hits | AID 651819; in the data active = activity change below about -30%; note: % is set by controls: 0 for no effect and ±100 for the full control effect
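First, chaperonin was dispensed at 40 nM or 20 nM final depending on batch activity. Next, compounds were pinned at 76 uM and ATP added at 10 uM. After 30 min at 37 °C, ADP detection reagents ran 30 min at ambient temperature.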
WRN helicase inh: WRN helicase (human) inhibition. WRN helicase unwinding, fluorescent forked duplex, kinetic. Potency, µM (doses to about 114 µM), for inactives: at the top dose activity change, negative = inhibition, usual class: inhibitors. 360,000 compounds, 0.46% hits. AID 651768. Q14191; note: potency is the fitted concentration of half-maximal effect; % is set by controls: 0 for no effect and ±100 for the full control effect; nearly all actives have a fitted effect of over 55% in size
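Screening of the MLSMR collection measured strand separation of a quenched forked DNA duplex (100 nM) by 20 nM WRN with 2 mM ATP, all final. Compounds were preincubated with enzyme 15 min at room temperature.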
EPAC1 antagonist: antagonists of human EPAC1 | O95398 | EPAC1 GEF assay, Rap1b-BODIPY-GDP exchange fluorescence | Potency, µM (top dose mostly 115 µM), inactives show at the top dose activity change, negative = inhibition, usual class: inhibitors | 360,000 compounds, 0.14% hits | AID 720709;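 note: potency is the fitted concentration of half-maximal effect; plate controls were vehicle for no effect and positive control for full effect; nearly all actives have a fitted effect of over 50% in size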
Starred values were filed as active, the others as inactive; ? = inconclusive; / = not tested or not shown; [ ] = dose if it differs, or a comment. Unless noted, calls come from the whole dose curve; as a rule, active = well fitted curve in the direction sought with a large enough effect; inconclusive = small, poorly fitted or top-dose-only effect, or another doubt; inactive = no such curve, though single readings can be large; an effect the other way counts as inactive or inconclusive.

| PLK1 PBD block | PI5P4Ka inh | CCT chaperon mod | EPAC1 antagonist | EPAC1 agonist | WRN helicase inh | MmCpn inh | EPAC2 antagonist | mol |
| --- | --- | --- | --- | --- | --- | --- | --- | --- |
| -5% | -1 | -3.3 | -7% | -7% | 2% | -5% | 1% | CN(Cc1cccs1)C(=O)c1cc(S(=O)(=O)N2CCOCC2)ccc1N1CCCC1 |
| -10% | -1 | -2.4 | -25% | -1% | -18% | / | -2% | Cc1nc2nc(-c3ccccc3)nn2c(C)c1Cl |
| -1% | 0 | -0.7 | 13% | -9% | 1% | / | -6% | C=CCN1C(=O)C(=Cc2ccc3c(c2)CCC3)SC1=S |
| -9% | -5 | 1.3 | 8% | -12% | 5% | 1% | 11% | CC(C)OCC(O)CN1CCN(C(c2ccccc2)c2ccccc2)CC1 (stereo not drawn) |
| 3% | 17 | -2.2 | -23% | 2% | 1% | 1% | -11% | Cc1cc(C)c(C)c(S(=O)(=O)N2CCC(C(=O)Nc3ccncc3)CC2)c1C |
| -2% | / | 2.5 | 15% | -5% | -17% | 1% | 15% | Cc1ccc(N2CC(C(=O)NCc3ccccn3)CC2=O)cc1 (stereo not drawn) |
| -2% | 1 | -0.3 | 7% | 3% | 1% | / | 7% | COc1ccc(Cn2cc(CN3CC(N4CC=CC4)CS3(=O)=O)nn2)cc1 (stereo not drawn) |
| -6% | -1 | -3.0 | -3% | 3% | -5% | -2% | -6% | CC(C)COc1ccc(CN=C(N)N=C(N)N)cc1Cl |
| 1% | -24 | -1.5 | 2% | 0% | -12%[57.1 µM] | 0% | 7% | O=C(COC(=O)c1ccc(O)cc1)Nc1ncc(Cl)cc1Cl |
| 0% | / | -2.4 | 2% | -8% | 6% | -3% | -3% | Cc1ccc(-c2nnn(CC(=O)N(c3cccc(F)c3)C(C(=O)NC3CCCC3)c3ccco3)n2)o1 (stereo not drawn) |
| -4% | 16 | -0.5 | 0% | -7% | 6% | -9% | 2% | COc1cc(-c2cc(C(F)(F)F)n3ncc(C(=O)O)c3n2)cc(OC)c1OC |
| 3% | 2 | 0.8 | 3% | -4% | -17% | 2% | -7% | CS(=O)(=O)N(CC(=O)N1CCN(Cc2ccccc2)CC1)c1ccc(F)cc1 |
| -8% | -11 | -0.4 | -8% | -1% | -17% | -1% | 24% | COc1ccc(-c2[nH]c(-c3ccccc3)nc2SCC(=O)NCc2ccco2)cc1OC |
| 7% | 3 | -2.9 | -1% | 11% | ? | / | -1% | CN1/C(=C/C(=O)COC(=O)C2COc3ccccc3O2)C(C)(C)c2ccccc21 (stereo not drawn) |
| ? | ? | -3.1 | -24% | -1% | -20% | 1% | -5% | CCc1[nH]nc2c1C(c1ccc(Br)s1)C(C#N)=C(N)O2 (stereo not drawn) |
| -3% | 3 | 1.1 | -13% | 9% | -10% | -1% | 6% | CCc1nc2ccccc2n1Cc1ccc(OC)c(OC)c1 |
| -17% | -23 | -1.9 | -7% | -2% | -28% | -1% | 10% | CCOc1ccc2nc(NS(=O)(=O)c3cccs3)sc2c1 |
| 3% | 2 | -0.8 | -4% | -3% | -4% | / | 0% | CCc1cc(-c2nnn(CCC3COCCO3)c2CC)ccc1-c1cn(Cc2ccccc2)nn1 (stereo not drawn) |
| 3% | 2 | -3.6 | -11% | 6% | -2% | 1% | 14% | CCCn1c(N)c(N(CCOC)C(=O)C(C)Oc2ccc(F)cc2)c(=O)[nH]c1=O (stereo not drawn) |
| -3% | 2 | 1.0 | ? | 14% | -3%[57.1 µM] | -6% | -8% | COc1ccc(/C=C/C(=O)Nc2cccc(F)c2)cc1S(=O)(=O)N1CCOCC1 |
| 4% | -5 | 0.4 | -6% | 5% | -4% | -3% | -12% | CC(C)(C)N(Cc1ccccc1)C(=O)COC(=O)CNS(=O)(=O)c1ccc2ccccc2c1 |
| 1% | / | -2.1 | 12% | -1% | 11% | -1% | 13% | Cc1ccc(S(=O)(=O)NCCc2ccncc2)cc1 |
| -1% | -1 | 1.3 | -5% | 1% | 2% | 3% | -10% | CCc1nc2ccc(C(=O)N3CCN(c4ccccc4F)CC3)cc2nc1CC |
| -9% | 2 | -2.0 | 0% | -5% | 1% | -2% | 1% | CC1CCCCN1CCCNC(=O)CN1C(=O)c2cccnc2Oc2ccc(Cl)cc21 (stereo not drawn) |
| 1% | -2 | -1.6 | 14% | -2% | -4% | 0% | 19% | CN(Cc1nccn1C)C(=O)C1CCC(=O)N(CCc2ccc(Cl)cc2)C1 (stereo not drawn) |
| -13% | 0 | 0.3 | -3% | -1% | 2% | -4% | 15% | Cn1cc(Br)c(C(=O)NNC(=O)Nc2ccccc2C(F)(F)F)n1 |
| -15% | -6 | -1.0 | -12% | 4% | -20% | -3% | 0% | Cc1ccc(C)c(OCCCNC2CCCC2)c1C |
| -15% | 1 | -2.3 | 2% | 2% | -17% | -6% | -7% | CCOC(=O)[C@@H]1[C@H]2COc3cc(OC)ccc3[C@H]2N2C(=O)N(c3cccc(F)c3)C(=O)[C@]12C |
| -6% | 7 | 1.7 | 4% | -6% | -29% | -6% | 6% | Cc1cc(C)c(S(=O)(=O)N2CCOC2CNC(=O)C(=O)NCc2ccncc2)c(C)c1 (stereo not drawn) |
| -1% | -13 | -3.7 | -2% | 3% | -2% | 0% | 1% | CCN1CCN(C(=S)NC(=O)/C=C/c2cccs2)CC1 |
| -9% | -6 | 3.2 | -1% | -5% | -5% | 0% | 14% | COc1ccccc1Nc1nnc(SCc2cc(=O)n3cc(C)ccc3n2)s1 |
| -7% | / | -23 | -10% | -2% | 4% | -1% | -1% | CC1=CC(C)(C)Nc2ccc(OC(=O)c3cccnc3)cc21 |
| -13% | -12 | -1.9 | -30% | -4% | 1% | 0% | 0% | Cc1cc(/C=N/NC(=O)c2cccc([N+](=O)[O-])c2)c(C)n1-c1ccccc1 |
| -4% | -4 | 1.6 | 8% | 8% | 8% | 2% | 3% | O=S(=O)(c1cccs1)N1CCN(S(=O)(=O)c2cccs2)CC1 |
| 1% | -1 | 1.1 | 10% | -2% | 6% | 3% | 12% | CCN1C(=O)CCCc2ccccc21 |
| -3% | 12 | -0.4 | 3% | -2% | 5% | -5% | 11% | Cc1ccc(S(=O)(=O)N2CCN(S(=O)(=O)N3CCC(C)CC3)CC2)c(C)c1 |
| 1% | -1 | -3.8 | 3% | 1% | -1% | / | 2% | CC[C@@H]1CC2=C(C(=O)OC(C)(C)O2)[C@@H](CC)O1 |
| -1% | / | -0.3 | 8% | 0% | -1% | -10% | 10% | CCCSc1cc(=O)n(-c2ccccc2)nc1C(=O)OCC |
| -29% | 10 | 1.2 | -6% | 3% | 1% | 0% | -1% | CCOC(=O)C(C(=O)OCC)=C1OC(=O)c2ccccc21 |
| -16% | 2 | -7.8 | ? | 2% | 7% | -1% | 1% | COC(=O)/C(=C/N(C)C)C(=O)N1CCN(c2ccc(Cl)c(Cl)c2)CC1 |

Retrieved one by one from above, 3 records:
| PLK1 PBD block | PI5P4Ka inh | CCT chaperon mod | EPAC1 antagonist | EPAC1 agonist | WRN helicase inh | MmCpn inh | EPAC2 antagonist | mol |
| --- | --- | --- | --- | --- | --- | --- | --- | --- |
| 1% | -1 | -3.8 | 3% | 1% | -1% | / | 2% | CC[C@@H]1CC2=C(C(=O)OC(C)(C)O2)[C@@H](CC)O1 |
| -1% | / | -0.3 | 8% | 0% | -1% | -10% | 10% | CCCSc1cc(=O)n(-c2ccccc2)nc1C(=O)OCC |
| -4% | -4 | 1.6 | 8% | 8% | 8% | 2% | 3% | O=S(=O)(c1cccs1)N1CCN(S(=O)(=O)c2cccs2)CC1 |

Other entries:
| PLK1 PBD block | PI5P4Ka inh | CCT chaperon mod | EPAC1 antagonist | EPAC1 agonist | WRN helicase inh | MmCpn inh | EPAC2 antagonist | mol |
| --- | --- | --- | --- | --- | --- | --- | --- | --- |
| -7% | 2 | -0.5 | -21% | -12% | 4% | / | -6% | C[C@@H]1CN([C@@H](C)CO)C(=O)CCCn2nncc2CO[C@@H]1CN(C)S(=O)(=O)c1cccs1 |
| -5% | 9 | -1.5 | 7% | 4% | 1% | -5% | 9% | CCOc1ccc(NC(=O)COc2ccc(C(=O)N3CCC(C(N)=O)CC3)cc2OC)cc1 |
| -18% | -5 | -0.4 | -9% | 6% | 16% | ? | -12% | Cc1nn(Cc2ccc(Cl)cc2)c(Cl)c1/C=N/NC(=O)c1cccnc1 |
| 1% | 5 | 1.7 | -4% | 5% | 5% | -1% | -1% | CCOc1ccccc1NC(=O)C12CC3CC(C1)CC(c1ccc(C)cc1)(C3)C2 |
| 8% | -1 | -0.6 | -8% | -13% | -5% | -2% | -20% | Cc1cccc2c1cnn2C(=O)CCC(=O)N1CC(C)CC(C)C1 (stereo not drawn) |
| -20% | 2 | -5.4 | 16% | 7% | -18% | -1% | -10% | CCOC(=O)Cc1csc(NC(=O)C(C)c2ccc([N+](=O)[O-])cc2)n1 (stereo not drawn) |
| -6% | -12 | 0.8 | 10% | 2% | -1% | -3% | 13% | COc1cccc(-c2ccc(SCC(=O)NCCc3ccccc3)nn2)c1 |
| -10% | -18 | -0.7 | 1% | 4% | 4% | -1% | -5% | COc1ccc(NC(=O)c2ccc(-n3cccn3)c([N+](=O)[O-])c2)cc1 |
| -13% | 2 | -2.5 | -3% | 2% | -9% | -3% | 8% | CCOC(=O)C1(CC2CCCCO2)CCN(Cc2nc3ccccc3nc2C)CC1 (stereo not drawn) |
| -2% | -11 | -1.7 | 11% | 5% | -12% | / | 10% | O=C(O)c1ccccc1C(=O)Nc1ccc(Nc2ccccc2)cc1 |
| -8% | -9 | 0.0 | -21% | 11% | -1% | -1% | 2% | CC(=O)c1ccc(S(=O)(=O)N2CCn3cccc3C2C)cc1 (stereo not drawn) |
| -16% | -22 | -2.0 | 6% | 3% | -20% | 2% | -1% | O=C(/C=C/c1cccc([N+](=O)[O-])c1)NCCSCc1ccco1 |
| -9% | / | 0.1 | 0% | 6% | -4% | -2% | -4% | CCOC(=O)c1cccnc1SCC(=O)N(C)c1ccccc1 |
| 0% | / | -13 | 18% | -1% | 7% | 1% | 17% | COc1ccccc1NC(=O)Cn1cc(C#N)c2ccccc21 |
| -5% | 11 | -2.6 | -25% | 28% | -8% | -2% | -8% | O=C(Nc1nccs1)c1cn(-c2ccccc2)nc1-c1ccccc1 |
| -10% | -4 | -0.6 | -4% | -8% | 6% | 0% | 9% | Cc1cc(C)cc(C(=O)NC(=S)Nc2ccc(-c3cc4ccccc4oc3=O)cc2)c1 |
| -17% | 4 | 0.8 | -14% | 5% | 1% | -2% | -4% | CC(C)OC(=O)CCCN1C(=O)c2ccc(N)cc2C1=O |
| 2% | 6 | 2.7 | -2% | -8% | -1% | -1% | -2% | CCC1CCCCN1C(=O)c1cc(COc2ccc3ncccc3c2)on1 (stereo not drawn) |

High-throughput results from PubChem BioAssay.

A portion of the library (hit frequency here may not be typical).
